Assay outcomes deposited in PubChem BioAssay by National Center for Advancing Translational Sciences (NCATS).
TGFb SMAD3 inh: blocks TGF-b signaling; HepG2 CAGA-GFP TGF-b/SMAD3 reporter, GFP fluorescence, 18 h; TGF-beta stimulated, 500 pg/mL final; Potency, µM (top dose mostly 46.1 µM), for inactives: top-dose activity, negative = inhibition, hits mostly inhibitors; actives 1.2% (n = 410,000); further: potency means the concentration at half of the fitted maximal effect; on the % scale 0 is the no-effect control and ±100 the full control effect; nearly all actives have a fitted effect of over 65% in size
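First, reporter cells (HEPG2 CAGA-GFP) rested 2 h at 37 degrees C. Next, compounds were pinned in and TGF-beta added to 500 pg/mL final. After 18 h, GFP was imaged per cell and summed per well.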
EPAC2 ag: agonists of human EPAC2 (RAPGEF4); Q8WZA2; EPAC2 activation, biochemical qHTS; response scale: 100% = 6.5 mM cAMP response; Potency, µM (highest dose often 154 µM), inactives show at the top dose activation, most hits filed as activators; actives 0.079% (n = 360,000); AID 720711; further: potency means the concentration at half of the fitted maximal effect; nearly all actives have a fitted effect of over 50% in size
Target sequence (Q8WZA2 whole entry, looked up): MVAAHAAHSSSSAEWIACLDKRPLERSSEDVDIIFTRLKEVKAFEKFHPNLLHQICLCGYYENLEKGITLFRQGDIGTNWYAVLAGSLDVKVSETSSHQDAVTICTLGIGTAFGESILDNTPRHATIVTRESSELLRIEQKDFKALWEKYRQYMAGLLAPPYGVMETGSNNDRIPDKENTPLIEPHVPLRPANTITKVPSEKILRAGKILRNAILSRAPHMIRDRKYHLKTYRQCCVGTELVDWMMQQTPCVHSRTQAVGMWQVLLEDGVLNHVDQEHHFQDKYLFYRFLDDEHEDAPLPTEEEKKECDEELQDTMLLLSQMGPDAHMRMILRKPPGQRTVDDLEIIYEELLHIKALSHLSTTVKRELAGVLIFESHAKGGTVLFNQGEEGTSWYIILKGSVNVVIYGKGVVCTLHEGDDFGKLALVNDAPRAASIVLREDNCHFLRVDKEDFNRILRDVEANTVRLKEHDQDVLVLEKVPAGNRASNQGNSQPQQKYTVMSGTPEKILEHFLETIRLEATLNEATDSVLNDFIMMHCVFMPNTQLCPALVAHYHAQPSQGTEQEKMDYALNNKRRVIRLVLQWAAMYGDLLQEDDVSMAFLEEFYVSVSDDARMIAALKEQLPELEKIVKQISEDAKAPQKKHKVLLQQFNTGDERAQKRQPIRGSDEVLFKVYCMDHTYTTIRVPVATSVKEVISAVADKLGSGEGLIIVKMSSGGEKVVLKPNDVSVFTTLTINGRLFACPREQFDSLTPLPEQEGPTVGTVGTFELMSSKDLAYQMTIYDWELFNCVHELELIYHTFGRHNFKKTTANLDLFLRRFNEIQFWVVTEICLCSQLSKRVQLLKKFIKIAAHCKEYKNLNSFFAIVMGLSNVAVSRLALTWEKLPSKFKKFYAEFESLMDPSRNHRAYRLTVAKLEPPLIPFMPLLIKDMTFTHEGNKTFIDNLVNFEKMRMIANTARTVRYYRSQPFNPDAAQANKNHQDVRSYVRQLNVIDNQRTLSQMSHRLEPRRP
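qHTS, titration series. 100 nM EPAC2 / 250 nM Rap1B-BODIPY-GDP / 50 uM GDP; RT; ex 480/em 540 nm, 5-min reads to 30 min. Norm. to 6.5 mM cAMP = activation.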
EPAC2 antag: blocks human EPAC2 exchange factor; EPAC2 GEF exchange of Rap1B-BODIPY-GDP, fluorescence; actives 0.18% (n = 360,000); Potency, µM (doses to about 114 µM), without a hit: top-dose activity, negative = inhibition, actives largely listed as inhibitors; further: potency means the concentration at half of the fitted maximal effect; on the % scale 0 is the no-effect control and ±100 the full control effect; nearly all actives have a fitted effect of over 45% in size; many of its hits are not listed in these tables
CCT modulator: changes cytosolic chaperonin activity | activity change, % (test concentration not listed), hits read low | purified chaperonin ATPase assay, HTRF ADP detection, 30 min | actives 0.3% (n = 360,000) | AID 651819; in the data active means activity change below about -30%; further: on the % scale 0 is the no-effect control and ±100 the full control effect
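Nucleotide hydrolysis assay: TRiC at 20–40 nM final (set by batch activity) with 10 uM ATP, 30 min at 37 °C, in presence of 76 uM compound. Detection by competitive ADP HTRF, 30 min ambient.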
Nrf2 inh: inhibitors of Nrf2 signaling | AID 504444 | Potency, µM (highest dose often 46 µM), without a hit: at the highest dose activity change, negative = inhibition, actives largely listed as inhibitors | actives 2.1% (n = 360,000) | A549 ARE-Fluc reporter, luciferase luminescence, 18-24 h; further: potency means the concentration at half of the fitted maximal effect; on the % scale 0 is the no-effect control and ±100 the full control effect; nearly all actives have a fitted effect of over 60% in size
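Quantitative HTS in A549 cells stably bearing an antioxidant response element-firefly luciferase construct. Inhibition of Nrf2-driven transcription was scored by luminescence after 18-24 h of compound exposure at 37 °C.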
A549 viability: counter-screen for Nrf2 inhibitors: cytotoxicity in A549 cells; AID 504648; A549 ARE-Fluc cells, CellTiter-Fluor viability, 18-24 h; Potency, µM (series often up to 46 µM), for inactives: top-dose activity change, negative = cytotoxicity, hits mostly inhibitors; actives 0.16% (n = 390,000); further: potency means the concentration at half of the fitted maximal effect; on the % scale 0 is the no-effect control and ±100 the full control effect
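A549 ARE-Fluc cells in 5% FBS OPTI-MEM, 5000 cells/well, rested 2 h then exposed to compounds in concentration-response for 18-24 h at 37 °C. Viability by CellTiter-Fluor fluorescence (Ex 405/Em 525) after 30 min; luciferase luminescence (BugLite, 15 min, RT) read afterwards.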
Nrf2 ARE act: Nrf2 pathway activation. AREc32 ARE-luciferase reporter (MCF7-derived line), luminescence, 24 h. Potency, µM (doses to about 46.1 µM), for the others: at the top dose activation, most hits filed as activators. actives 0.31% (n = 410,000). AID 624171; further: potency means the concentration at half of the fitted maximal effect; % of control where 0% means no effect; nearly all actives have a fitted effect of over 65% in size
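ARE activation measured as luciferase luminescence (Steady-Glo, 30 min RT) in AREc32_Fluc cells after 24 hr compound exposure at 37 deg C, 5% CO2; cells seeded overnight at 1000/well in OPTI-MEM, 5% FBS.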
MmCpn inh: blocks the Methanococcus maripaludis chaperonin Mm-Cpn; purified Mm-Cpn ATPase, ADP Transcreener TR-FRET; Potency, µM (series often up to 76.9 µM), for inactives: at the top dose activity, negative = inhibition, usual class: inhibitors; actives 0.031% (n = 330,000); further: potency means the concentration at half of the fitted maximal effect; on the % scale 0 is the no-effect control and ±100 the full control effect; nearly all actives have a fitted effect of over 80% in size
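Eu-cryptate anti-ADP/ADP-d2 competition gives a ratio inversely related to ADP. Enzyme at 25 nM was pre-exposed to compound for 10 min, then given 10 uM ATP for 30 min, 37°C throughout.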
Akt phos inh: inhibitors of Akt phosphorylation. actives 0.32% (n = 360,000). activity change, % for hits at 50 µM. Neuro2A IGF-stimulated pAkt S473 HTRF, 20 min; hits give low values. AID 651550; in the data active means activity change below about -80%; inconclusive means mostly about -51% to -80%; further: on the % scale 0 is the no-effect control and ±100 the full control effect
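Neuro2A cells (4,500/well, DMEM with 0.5% FBS) were treated with compound at a single 50 µM final concentration, stimulated with 6 nM IGF for 20 min at 37 °C, and lysed. Phospho-Akt Ser473 was read by HTRF as 665/615 ratio ×10^4.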
* hit, by the source's call; i = inactive; ? = inconclusive; · = no result given; [ ] = remark or other dose. Unless noted, the call rests on the fitted dose curve; in most records, active means well fitted curve in the direction sought with a large enough effect; inconclusive means small, poorly fitted or top-dose-only effect, or another doubt; inactive means no such curve, though single readings can be large; an effect the other way counts as inactive or inconclusive.

SMILES | TGFb SMAD3 inh | EPAC2 ag | EPAC2 antag | CCT modulator | Nrf2 inh | A549 viability | Nrf2 ARE act | MmCpn inh | Akt phos inh
O=C(c1[nH]c(C(F)(F)F)nc1-c1ccccc1)N1CCCCC1 | 2% | 1% | 2% | 1.1 | · | · | -0.5% | · | i
COc1ccccc1/C=C/C(=O)N1CCOCC1 | -14% | -6% | 7% | 0.2 | 1% | 1% | -0.1% | 0% | i
COc1ccc(C2C(Oc3ccccc3)C(=O)N2c2ccc(C)c(C)c2)cc1OC (centres undefined) | 15% | -3% | -4% | -0.9 | -29% | 1% | -0.2% | · | i
CCN(CC)c1ccc2cc(-c3nc(-c4ccc(OC)cc4)cs3)c(=O)oc2c1 | -70% | -381%[inhibitor] | 5.6µM* | -0.4 | 14% | ? | 0.2% | -4% | i
CCCCn1c(N)c(N(CCC(C)C)C(=O)c2sc3nc4n(c(=O)c3c2C)CCC4)c(=O)[nH]c1=O | -2% | 2% | -1% | -2.0 | 1% | -1% | -0.1% | 2% | i
O=C(COC(=O)CC1SC(N2CCCC2)=NC1=O)Nc1c(F)c(F)c(F)c(F)c1F (centres undefined) | -4% | 5% | -9% | 1.2 | ? | 2% | 0.3% | -1% | i
CN1CC2CCCC3(C1)C(=O)NC1(CCCCC1)N=C23 (centres undefined) | 2% | 0% | -3% | -5.4 | 1% | 3% | -0.4% | -1% | i
Cc1cc(C)c(NC(=O)C2CCN(C(=O)N3CC(C)Oc4ccc(Cl)cc43)CC2)c(C)c1 (centres undefined) | -9% | · | · | · | ? | -22% | 0.0% | · | ·
COc1ccc(NS(=O)(=O)c2cc3c(cc2C)N(C)CCO3)cc1 | 1% | 7% | -29% | 0.5 | -13% | 10% | 0.2% | 0% | i
COc1ccc(NC(=O)C2CCCNC2)cc1OCC(C)C (centres undefined) | -7% | 2% | -7% | -4.1 | ? | 6% | -0.1% | -1% | i
COc1ccc(C(=O)Nc2nc3ccccc3s2)cc1 | ? | -9% | -7% | -0.4 | ? | 2% | -2.0% | -4% | i
CN(C(=O)c1ccc(Br)o1)C1(C)CCS(=O)(=O)C1 (centres undefined) | -2% | 11% | -4% | -0.9 | -6% | -1% | -0.5% | 1% | i
Cn1c(SCC(=O)NCc2cccs2)nnc1-c1ccncc1 | 19% | -2% | 5% | -0.6 | -16% | -2% | 0.1% | 1% | i
O=C(CSc1nc2ccccc2c(=O)n1CC1CCCO1)Nc1ccccc1 (centres undefined) | 3% | 3% | 1% | -2.3 | -27% | 4% | -0.3% | 4% | i
O=C(COC(=O)c1cc(S(=O)(=O)N2CCCC2)ccc1O)Nc1ccc(F)cc1F | -4% | 5% | -3% | -3.4 | 4% | -1% | 0.2% | -2% | i
COc1ccc(Br)c(C(=O)OCC(=O)NC2CC2)c1 | 22% | 2% | 0% | 0.9 | 0% | -2% | -0.5% | 3% | i
CCCn1c(CN2CCN(c3cccc(Cl)c3)CC2)nc2c1c(=O)n(C)c(=O)n2C | -24% | 8% | -8% | -2.1 | 18µM* | -26% | -0.4% | -2% | i
CCOC(=O)N1CCN(Cc2nc3cc(NC(=O)c4cccs4)ccc3n2CC)CC1 | -9% | -1% | -2% | -1.0 | -1% | -8% | 0.0% | 0% | i
COC(=O)C(C)n1cnc2c(nnn2-c2ccc(C)cc2)c1=O (centres undefined) | -8% | 3% | -23% | -0.9 | 3% | 8% | 2.2% | 2% | i
COc1ccc(Nc2nc(N3CCOCC3)nc(N3CCOCC3)n2)cc1 | 5% | 11% | 4% | -0.8 | -21% | ? | 0.1% | -8% | i
O=c1c2ccccc2nc(SCc2ccncc2)n1CC1CCCO1 (centres undefined) | 6% | -5% | -3% | -2.5 | 4% | -3% | 0.3% | 2% | i
COc1ccccc1Nc1ccc(C(=O)NC2CCCCC2)cn1 | 6% | 3% | -5% | -0.2 | ? | 0% | 4.1% | -5% | i
CC1(C)CC(=O)C(CC2=C(N)CC(C)(C)CC2=O)=C(N)C1 | 6% | 8% | 3% | 0.9 | -12% | -4% | -0.2% | -2% | i
Cc1ccc(CN(Cc2ccco2)C(=O)c2ccc(Cl)cc2)o1 | -10% | · | · | · | -28% | 5% | 2.8% | · | ·
O=C(NN1C(=O)c2ccccc2C1=O)C1CCCCC1 | 12% | 1% | 13% | 1.4 | 19% | 14% | -0.6% | 1% | i
CC(C)(C)OC(=O)[C@H](Cc1ccccc1)NC(=O)c1nc[nH]c1C(=O)N[C@@H](Cc1ccccc1)C(=O)OC(C)(C)C | 13µM* | -14% | -3% | -0.6 | ? | ? | 0.1% | 3% | i
O=C(NCCN1CCOCC1)C1CC(=O)N(c2cccc(C(F)(F)F)c2)C1 (centres undefined) | 13% | -2% | 18% | -2.1 | 13% | -2% | -0.9% | 1% | i
COc1cc(OC)cc(C(=O)N(CCCN2C(=O)c3cccc4cccc(c34)C2=O)c2cccc(OC)c2)c1 | ? | -4% | 4% | -1.8 | -1% | -5% | -0.2% | -2% | i
COc1ccc(-c2nc3ccc(NS(=O)(=O)c4ccc(C)cc4)cc3o2)cc1 | ? | · | · | · | -19% | 0% | -0.9% | · | ·
O=C(Cn1nc(-c2ccccc2)oc1=O)OCC(=O)c1ccc(F)c(F)c1 | -1% | -2% | -4% | -1.1 | 22% | 1% | -0.5% | 0% | i
COc1ccccc1C(=O)NCc1ccc(-c2nc3ccccc3s2)cc1 | 10% | 4% | 5% | 0.7 | 0% | 7% | -0.3% | -3% | i
CCCOc1cccc(C(=O)N/N=C/c2ccoc2)c1 | -13% | 4% | 4% | -1.8 | 6% | 4% | 2.5% | -3% | i
COc1ccc(COc2cc(-c3cccc(OC)c3)nc3ccc(NC(=O)c4ccc(Cl)cc4)cc23)cc1 | -3% | 4% | 25% | -1.1 | -5% | -8% | -0.1% | -13% | i
CC(NC(=S)NC1CCCCC1)C(c1cccs1)N1CCOCC1 (centres undefined) | -26% | 2% | 3% | -1.1 | -5% | -14% | -0.1% | 1% | i
CC1(C)Cc2ccccc2-c2nnc(-c3ccccn3)n21 | -12% | -9% | 1% | -4.1 | · | -8% | -0.4% | 2% | i
N#CCCN(Cc1cccnc1)C(=S)Nc1ccccc1Cl | -3% | 5% | -2% | 0.7 | -19% | 1% | 0.2% | -1% | i
C/C(=C\c1ccccc1F)C1Nc2cccc3cccc(c23)N1 | -1% | -1% | 4% | · | -5% | -11% | 15% | -4% | ·
O=C(CC(=O)Nc1ccc(Cl)cc1Cl)Nc1ccc(Cl)cc1Cl | 3% | -8% | -2% | 1.6 | -4% | 8% | 0.0% | -1% | i
Cc1cccc(N(C(=O)CNC(=O)c2ccco2)C(C(=O)NC2CCCC2)c2cccnc2)c1C (centres undefined) | 17% | 1% | -13% | -2.6 | -2% | -9% | -0.8% | 2% | i
Cc1[nH]c2ccccc2c1C(=O)NS(=O)(=O)Nc1ccc(F)cc1 | 7% | 4% | -2% | 2.0 | -5% | 2% | 2.6% | 1% | i
Cc1ccc(CN2CC(C(=O)NCCCn3nc(C)cc3C)CC2=O)cc1 (centres undefined) | 20% | 11% | 12% | -0.2 | 7% | -3% | 0.1% | · | i
CN(C)S(=O)(=O)N1CCC(Oc2ccc(C(=O)N3C[C@@H]4CCC[C@H]3C4)cc2)CC1 | -14% | -2% | 1% | -0.9 | -26% | 0% | 2.3% | · | i
COc1cc(/C=N/N2CCCCC2)cc([N+](=O)[O-])c1O | 0% | 2% | 3% | -6.2 | 3% | 1% | 0.4% | -2% | i
CN(C)c1nc(N)nc(CSc2nc3cc(Cl)ccc3o2)n1 | ? | 11% | -4% | 1.1 | ? | 4% | 6.8% | ? | ·
CC(NC(=O)C1CCN(C(=O)c2ccc(F)cc2)CC1)c1ccc(-n2ccnc2)cc1 (centres undefined) | 1% | 8% | 2% | -3.6 | -22% | -2% | -0.7% | 1% | i
CC1CCCN(c2c3c(nc4ccccc24)CCCC3)C1 (centres undefined) | 0% | 11% | ? | -1.7 | 0% | 10% | -0.3% | -1% | i
Cc1ccccc1C(=O)Nc1nc2nc(C)c(C)c(=O)n2[nH]1 | 3% | · | · | · | 28% | 1% | 0.4% | · | ·
Cc1ccc(NC(=O)OCCN2CCN(S(=O)(=O)c3ccc(C)cc3)CCC2=O)cc1 | ? | -1% | -9% | -0.7 | -15% | -14% | 4.1% | 1% | i
CCCCc1c(-c2ccc(OC)c(OC)c2)ncn1CCc1ccccc1OC | · | 15% | ? | -1.6 | · | · | -0.6% | · | i
CCN1/C(=C2/SC(=S)N(NC(C)=O)C2=O)Sc2ccc(Cl)cc21 | 3% | -4% | -24% | -2.7 | -13% | ? | 3.0% | -1% | i
C#CCOCCOCCOCCNc1nc(N2CCN(C(=O)[C@H](C(C)C)n3cc(CCO)nn3)CC2)nc(N2CCN(C(=O)[C@H](C(C)C)n3cc(CCO)nn3)CC2)n1 | 8% | 0% | -4% | 1.1 | 17% | 0% | 0.4% | 0% | i

Copied from the entries so far, 2 compounds:
SMILES | TGFb SMAD3 inh | EPAC2 ag | EPAC2 antag | CCT modulator | Nrf2 inh | A549 viability | Nrf2 ARE act | MmCpn inh | Akt phos inh
CN(C)c1nc(N)nc(CSc2nc3cc(Cl)ccc3o2)n1 | ? | 11% | -4% | 1.1 | ? | 4% | 6.8% | ? | ·
CC(NC(=O)C1CCN(C(=O)c2ccc(F)cc2)CC1)c1ccc(-n2ccnc2)cc1 (centres undefined) | 1% | 8% | 2% | -3.6 | -22% | -2% | -0.7% | 1% | i

This is a subset. The share of hits here may be higher or lower than overall.
